D1 agonist: human D1 receptor agonism; P21728; AID 504660; 1% of 360,000 active; HEK293 T-REx D1 cells, calcium flux, agonist mode; activation, % at 2 µM; in the data active = activation above about 30%; also: 0% is about no effect
Target sequence (P21728 whole entry, looked up): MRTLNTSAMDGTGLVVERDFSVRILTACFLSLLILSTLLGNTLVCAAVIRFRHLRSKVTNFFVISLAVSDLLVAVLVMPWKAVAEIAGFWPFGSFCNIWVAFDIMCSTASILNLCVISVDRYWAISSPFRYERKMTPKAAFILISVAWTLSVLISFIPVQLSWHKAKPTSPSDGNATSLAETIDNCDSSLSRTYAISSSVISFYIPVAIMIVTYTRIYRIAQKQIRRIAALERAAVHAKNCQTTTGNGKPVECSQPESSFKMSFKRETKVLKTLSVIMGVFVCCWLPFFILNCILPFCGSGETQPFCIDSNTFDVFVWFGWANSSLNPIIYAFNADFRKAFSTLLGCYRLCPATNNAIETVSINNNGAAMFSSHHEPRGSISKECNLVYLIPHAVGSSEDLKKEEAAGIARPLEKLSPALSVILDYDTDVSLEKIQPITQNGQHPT
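Agonism was scored from calcium flux recorded over 180 s (1 read/s) after pintool compound addition, following a 10-cycle baseline. Cells were inducible force-coupled HEK293 TREx D1, plated overnight at 30 C and loaded with no-wash calcium dye.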
RXFP1 agonist: RXFP1 (human) receptor agonism | Q9HBX9 | HEK293T-RXFP1 cAMP TR-FRET, 30 min; response scale: percent of porcine relaxin response, buffer zero | Potency, µM (top dose mostly 57.5 µM), without a hit: top-dose activation, hits mostly activators | 0.3% of 370,000 active; also: potency is read from the fitted curve at half-maximal effect; % is scaled to controls: 0 for no effect and ±100 for the full control effect; nearly all actives have a fitted effect of over 60% in size; many of its hits are not listed in these tables
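HEK293 cells stably expressing RXFP1, treated 30 min at 37C with compounds plus PDE4 inhibitor Ro 20174; cAMP measured by HTRF TR-FRET. Normalized to buffer and 29 nM porcine relaxin; EC50 by Hill fit.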
D1 antagonist: human D1 dopamine receptor antagonism. P21728. HEK293 TREx D1 cells, calcium flux, dopamine EC80; stronger effect = lower value. activity change, negative = inhibition, % at 10 µM. 3.2% of 360,000 active; in the data active = activity change below about -30%; also: % is scaled to controls: 0 for no effect and ±100 for the full control effect
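Tetracycline-induced HEK293 Trex D1 cells, force-coupled to calcium, dye-loaded; compounds added and read 180 s, then EC80 dopamine added and calcium flux tracked kinetically another 180 s.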
Vif-APOBEC3G blk: inhibitors of Vif-APOBEC3G interaction; Q9HC16; HeLa A3G-eYFP + Vif (tagged APOBEC3G with the HIV-1 protein that degrades it), YFP fluorescence, overnight; Potency, µM (doses to about 46.1 µM), without a hit: at the top dose activity, negative = active, usual class: inhibitors; 0.076% of 410,000 active; AID 602310;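 also: potency is read from the fitted curve at half-maximal effect; % is scaled to controls: 0 for no effect and ±100 for the full control effect; nearly all actives have a fitted effect of over 60% in size; hits raise eYFP signal because A3G escapes Vif-driven loss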
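Read-out is eYFP fluorescence (Ex 488/Em 500-530) from Vif-expressing HeLa A3G-eYFP cells; more signal means A3G escaped Vif-mediated degradation. Cells plated overnight, compound pinned in, incubated overnight at 37 deg C.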
RXFP1 antagonist: RXFP1 (human) relaxin receptor antagonism; Q9HBX9; AID 1259400; activity change, negative = inhibition, % at 57.5 µM; HEK293-RXFP1, relaxin-stimulated cAMP HTRF, 30 min; stronger effect = lower value; 0.59% of 350,000 active;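 active = activity change of -60% or lower, but not beyond a set lower limit; inconclusive = change between -60% and -40%, or beyond the set limit; inactive = change above -40%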; also: % is scaled to controls: 0 for no effect and ±100 for the full control effect
D2 PAM: positive allosteric modulators of human D2 dopamine receptor | P14416 | HEK293 T-REx D2, calcium flux, EC20 dopamine potentiation | potentiation, % at 10 µM | 0.34% of 340,000 active | AID 485347;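 active = potentiation over 3 SD above the plate norm, cut at about 30% in these data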; also: 0% is about no effect
Target sequence (P14416 whole entry, looked up): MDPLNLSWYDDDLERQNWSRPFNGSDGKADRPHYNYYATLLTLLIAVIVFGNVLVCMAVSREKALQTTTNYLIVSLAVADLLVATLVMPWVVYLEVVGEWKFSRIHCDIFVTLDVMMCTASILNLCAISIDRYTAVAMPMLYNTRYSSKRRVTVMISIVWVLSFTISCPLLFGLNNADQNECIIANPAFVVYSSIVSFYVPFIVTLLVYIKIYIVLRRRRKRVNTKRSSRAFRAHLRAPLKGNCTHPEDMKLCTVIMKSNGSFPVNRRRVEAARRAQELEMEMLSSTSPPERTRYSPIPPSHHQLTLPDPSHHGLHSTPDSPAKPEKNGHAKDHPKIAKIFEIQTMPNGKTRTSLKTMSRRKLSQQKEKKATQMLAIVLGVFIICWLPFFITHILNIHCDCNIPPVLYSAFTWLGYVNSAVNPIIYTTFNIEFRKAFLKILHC
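Calcium flux readout, no-wash dye, 1 read/s. Inducible HEK293 Trex D2 line, overnight 30 C. Compound alone 180 s (agonist flags), then EC20 dopamine, another 180 s to score potentiation.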
D1 potentiator: enhances dopamine response at the human D1 receptor; HEK293 TREx D1 cells, calcium flux, dopamine EC20 potentiation; potentiation, % at 10 µM; 0.036% of 360,000 active; AID 504651; in the data active = potentiation above about 30%; also: 0% is about no effect
Vif-APOBEC3F blk: inhibitors of Vif-A3F interaction | Potency, µM (doses to about 46.1 µM), without a hit: at the top dose activity, negative = active | HeLa A3F-eYFP + Vif (tagged APOBEC3F with the HIV-1 protein that degrades it), YFP fluorescence increase | 0.2% of 390,000 active; also: potency is read from the fitted curve at half-maximal effect; % of control where 0% means no effect; nearly all actives have a fitted effect of over 65% in size
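HeLa cells stably expressing A3F-eYFP plus Vif, plated and incubated overnight at 37 deg C, then exposed to compounds overnight at 37 deg C. Blocked degradation read as raised yellow fluorescence (Ex 488/Em 500-530).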
Glioma ERSR ind: inducers of ER stress response in human glioma cells | U87-MG GRP78 promoter luciferase reporter, 16 h | Potency, µM, for inactives: at the highest dose activation, usual class: activators | AID 602332 | 0.02% of 420,000 active; also: potency is read from the fitted curve at half-maximal effect; series mostly up to about 76 µM; % of control where 0% means no effect; nearly all actives have a fitted effect of over 35% in size
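ERSR induction read as luciferase luminescence (Bright-Glo, 10 min at room temperature) in stably transfected human U87-MG glioma cells exposed to compounds for 16 h, using GRP78 as sensor.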
Starred values were filed as active, the others as inactive; u = inconclusive; x = not tested or not shown; & = joins results of further samples. Unless noted, calls follow the shape of the dose curve; as a rule, active = well fitted curve in the direction sought with a large enough effect; inconclusive = small, poorly fitted or top-dose-only effect, or another doubt; inactive = no such curve, though single readings can be large; an effect the other way counts as inactive or inconclusive. Not all compounds are listed, so the mix of outcomes need not match the whole.

SMILES	D1 agonist	RXFP1 agonist	D1 antagonist	Vif-APOBEC3G blk	RXFP1 antagonist	D2 PAM	D1 potentiator	Vif-APOBEC3F blk	Glioma ERSR ind
Cc1cc(OCC(=O)N2CCN(CCc3ccncc3)CC2)ccc1Cl	8	-2.3%	7	-2%	x	1	-1	2%	-2%
COc1ccc(CC[n+]2cc(/N=C(\C)[O-])on2)cc1OC	0	2.3%	-15	1%	7	-3	-4	1%	-1%
CCCCCCn1c(=O)c(C(=O)Nc2ccncc2)c(O)c2ccccc21	3	8.5%	-8	x	x	-13	-3	x	x
CCn1cc(C(=O)N2CCOCC2)c2ccccc21	1	-0.5%	13	3%	15	-21	-2	0%	-5%
CCC1(CCCC(=O)c2ccc(F)cc2)C(=O)NC(=S)NC1=O	2	4.8%	11	0%	-12	-1	-1	-10%	-2%
CCC1C2Cc3ccc(O)cc3C1(CC)CCN2C (centres undefined)	x	x	x	0%	-10	x	x	7%	-6%
C=Cn1ccnc1P(=S)(c1ccc(Cl)cc1)c1nccn1C=C	2	2.8%	-1	2%	-4	-7	2	9%	-4%
CN1CCN(C(=O)COc2ccc(C(C)(C)C)cc2Br)CC1	2	1.2%	-16	-8%	-12	-10	-5	x	4%
COC(=O)C1=C(c2cccc(OCc3ccccc3)c2)C[C@@H]2CC[C@H]1N2C(=O)NCc1ccc(F)cc1	6	-2.8%	3	1%	x	x	4	-1%	-1%
COc1ccc(CN2CCN(C(=O)COc3ccccc3)CC2)c(OC)c1	9	3.2%	-8	2%	x	6	-3	-5%	-4%
CCCC/C(C)=C/[C@@H](NP(=O)(c1ccccc1)c1ccccc1)c1ccccc1	-5	-1.2%	4	u	x	-2	4	2%	11%
COP(=O)(OC)C(Nc1ccccc1)c1ccccc1 (centres undefined)	7	1.1%	3	1%	-3	-4	4	-1%	0%
Nc1ccc(N2CCN(Cc3ccccc3Cl)CC2)c(Cl)c1	8	-1.3%	-8	2%	-5	-27	-3	1%	-2%
CCOc1cccc(N2C(=O)CC(=O)NC2=O)c1	3	0.4%	16	0%	9	-11	2	-19%	2%
COc1cc2c(cc1OC)[C@@]13CCN4CC5=CCO[C@H]6CC(=O)N2[C@H]1[C@H]6[C@H]5C[C@H]43	0	6.3%	3	0%	x	1	0	-5%	-2%
Cc1ccc(C(=O)C2CN(C)CC2C(=O)c2ccc(C)cc2)cc1 (centres undefined)	2	-4.8%	7	4%	-4	-7	-2	1%	3%
Cc1ccc(-c2nc3ccccc3c(=O)n2-c2ccc(Br)cn2)cc1	2	-0.2%	11	-1%	5	-3	0	1%	-2%
CC(C)c1ccc(C2N3CCCN23)cc1 (centres undefined)	1	0.5%	14	-3%	-3	3	0	-4%	1%
O=C(Cc1ccccc1)Oc1ccc(N2C(=O)CCC2=O)cc1	0	0.8%	-3	4%	-5	-11	-7	-2%	-6%
O=c1c2ccccc2nc(CBr)n1-c1ccc(Cl)cc1	x	x	x	1%	9	x	x	2%	-2%
Nc1ncc([N+](=O)[O-])s1	0	0.5%	x	1%	x	4	-3	5%	-2%
OCC#CC[N+]1(CC#Cc2ccccc2)CCCC1	1	-1.4%	5	-1%	-7	1	3	5%	-1%
Cc1ccsc1C(=O)C1CCCN(Cc2cc(C(C)C)n[nH]2)C1 (centres undefined)	3	-1.4%	4	-5%	-37	-32	-3	-7%	-5%
COc1ccc(OCC(=O)N2CCN(Cc3cc(=O)n4nc(-c5ccc(OC)cc5)sc4n3)CC2)cc1	-2	21%	-10	2%	x	-5	0	2%	-1%
COC(=O)C1=C(c2ccc3ccccc3c2)C[C@@H]2CC[C@H]1N2C(=O)NC1CC1	0	-0.6%	1	0%	x	x	-8	-1%	0%
CCOC(=O)N1CCC(NC(=O)CCc2nc(C3=CCN(C)CC3)no2)CC1	3	0.4%	-15	1%&5%	-13&3	-5	-4	-8%&2%	-4%&-2%
CN1CCN(c2cc([N+](=O)[O-])ccc2Cl)CC1	1	0.5%	-51*	3%	-8	-33	-6	7%	-5%
Cc1ccc(N2C(=O)/C(=C/c3ccc(CN(CCC#N)S(C)(=O)=O)o3)C(=O)NC2=S)cc1C	4	-1.1%	-2	x	x	3	-3	x	x
O=c1[nH]c(=O)n(-c2ccc(F)cc2)c(O)c1C=NCCN1CCCCC1	0	-0.1%	-3	0%	8	1	0	-1%	1%
CCCCn1c(O)c(C(CC)=NCCN2CCCCC2)c(=O)[nH]c1=O	3	0.4%	-3	1%	7	-2	0	5%	-6%
COC1C(O)C(C)OC(OC2CCC3(C)C(CCC4C3C(O)CC3(C)C(C5=CC(=O)OC5)CCC43O)C2)C1O (centres undefined)	x	x	x	0%	-11	x	x	-3%	-3%
COc1ccc(CN2C(=O)NC(=O)/C(=C/c3ccc([N+](=O)[O-])o3)C2=O)cc1	7	2.0%	2	x	x	x	-3	x	x
COc1ccc(OC)c(N2C(=O)NC(=O)C(CCc3ccncc3)(CCc3ccncc3)C2=O)c1	0	-0.5%	-5	1%	-26	x	-2	3%	-3%
C=CCn1c(O)c(C(C)=NCc2ccco2)c(=O)[nH]c1=O	1	-1.5%	-11	-4%	-4	0	0	2%	-2%
Fc1ccc(C(OCCN2CCN(CCCc3ccccc3)CC2)c2ccc(F)cc2)cc1	x	x	x	-12%	-73*	x	x	5%	-8%&-2%&-11%&-5%&-11%
CN(C)C(=O)Oc1ccc(Br)c2ccccc12	1	20%	5	0%	11	3	1	u	0%
CN(C)[C@@H]1C(=O)C(C(N)=O)=C(O)[C@@]2(O)C(=O)C3=C(O)c4c(O)cccc4[C@@](C)(O)C3[C@H](O)C12 (some centres undefined)	1&2	0.3%&0.4%	-2&-4	-8%&4%	x	12&2	4&-3	-10%&0%	-2%&-4%
CC(=O)c1cn(CC(=O)NCCc2c[nH]c3ccccc23)c2ccccc12	9	-5.7%	-29	-4%	2	5	16	1%	-2%
COc1ccc(CCC(=O)N2CCC3(CC2)OCCO3)cc1	4	1.1%	-1	1%	4	-1	2	-4%	-1%
NC(Cc1nc2ccccc2[nH]1)c1ccc(Cl)cc1 (centres undefined)	8	2.6%	-16	0%	8	-19	-8	-5%	1%
CCCCCSc1cc(OC)c(CCNC)cc1OC	3	-0.9%	2	-1%	-27	x	-6	-11%	-4%
C#C[C@]1(O)CCC2C3C(=O)C=C4C(Cl)=CCC[C@]4(C)C3CC[C@@]21C (some centres undefined)	x	x	x	8%	-8	x	x	-1%	-2%
Cn1cc2c([N+](=O)[O-])cc([N+](=O)[O-])cc2n1	-2	0.8%	0	x	x	-4	2	x	x
Cc1ccc2c(c1)C1CN(C)CCC1N2C(=O)c1ccco1 (centres undefined)	4	0.8%	-2	0%	-10	-4	-4	-1%	-4%
OC1/C(=C/c2ccccc2F)N2CCC1CC2 (centres undefined)	1	0.9%	x	4%	-12	14	-5	15%	1%
Cc1nn(Cc2ccc(Cl)cc2Cl)c(Cl)c1C(=O)Nc1ccc(OC(F)F)cc1	13	2.5%	-18	-6%	-23	12	-9	0%	-3%
O=C(c1cc(S(=O)(=O)N2CCC3(CC2)OCCO3)ccc1F)N1CCC2(CC1)OCCO2	5	-1.7%	11	0%	3	6	-3	1%	0%
COc1cc(CNCCc2ccc3c(c2)OCO3)cc(OC)c1OC	12	0.2%	-16	0%	-12	-6	-9	6%	-3%
COc1ccc(-n2c(/C=C3/C(=O)Nc4ccccc43)nc3ccccc3c2=O)cc1	3	-0.9%	-15	-3%	2	3	-4	-7%	-3%
O=C1NC(=O)C(=Cc2cc3c(cc2[N+](=O)[O-])OCO3)C(=O)N1	8	-0.8%	-8	1%	-12	-12	-4	-6%	-2%
CN(C)CCc1nn[nH]n1	2	0.2%	8	0%	25	13	4	-6%	-3%
CC(C)CC(=O)Nc1ccc(S(=O)(=O)N2CC3CC(C2)c2cccc(=O)n2C3)cc1 (centres undefined)	1	-0.2%	8	-3%	-7	-17	2	-3%	-4%
Cc1cc(N(CCCl)CCCl)ccc1C=Cc1ccncn1	x	x	x	u	-4	x	x	25µM*	6%
Cn1c(O)c(C(=Nc2ccccc2)SCc2ccccc2Cl)c(=O)n(C)c1=O	4	0.0%	0	-1%	13	-3	0	-2%	-6%
Cc1cc(C)cc(-n2c(O)c(C=Nc3ccc(N4CCOCC4)cc3)c(=O)[nH]c2=S)c1	35*	-0.3%	-4	2%	5	5	0	3%	0%
CC(C)(O)C(=O)Nc1ccc([N+](=O)[O-])c(C(F)(F)F)c1	11	-1.1%	x	-1%	x	7	-1	11%	-1%
COc1ccc2c(c1)C1(C)CCN(C)CC(C1)C2O (centres undefined)	x	x	x	0%	-1	x	x	-12%	0%
COc1ccc2oc(-c3cccc(NC(=O)c4ccc(C#N)cc4F)c3)nc2c1	0	u	-4	0%	x	-12	-4	-10%	-3%
c1ccc(CCNCc2cccnc2)cc1	7	-2.3%	1	0%	1	8	5	2%	-4%
COP(=O)(Cc1ccc(C#N)o1)OC	2	0.4%	-13	6%	6	10	1	-1%	4%

Copied from the list:
Reading of CCCC/C(C)=C/[C@@H](NP(=O)(c1ccccc1)c1ccccc1)c1ccccc1 under RXFP1 agonist: -1.2%
Reading of c1ccc(CCNCc2cccnc2)cc1 under Vif-APOBEC3G blk: 0%

(next part)
SMILES	D1 agonist	RXFP1 agonist	D1 antagonist	Vif-APOBEC3G blk	RXFP1 antagonist	D2 PAM	D1 potentiator	Vif-APOBEC3F blk	Glioma ERSR ind
COC(=O)[C@@H]1C[C@H]1[C@@H](NP(=O)(c1ccccc1)c1ccccc1)c1ccccc1	-3	0.6%	25	3%	x	0	-1	-6%	9%
CN1CC=C2C(C#N)=C(N)C(C#N)(C#N)C(c3ccncc3)C2C1 (centres undefined)	16	0.7%	3	1%	9	x	-4	0%	-5%
O=c1[nH]c(=O)n(CCC2=CCCCC2)c(O)c1/C=N/Nc1cccc2ccccc12	1	-3.2%	8	-7%	-12	21	-4	-9%	-2%
COc1ccccc1N1CCN(CCc2c[nH]c3cc4c(cc23)OCO4)CC1	x	x	x	1%	-16	x	x	7%	2%
